Bioassay records as filed in PubChem BioAssay.
PREPL inh: inhibitors of human prolyl oligopeptidase-like enzyme PREPL; Q4J6C6; recombinant PREPL, fluorescence polarization activity-based probe; inhibition, % at 5.96 µM; 0.68% of 320,000 active; in the data active means inhibition above about 43%;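 further: 0% = enzyme with DMSO and 100% = wells lacking enzyme; many of its hits are not listed in these tables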
GSTO1 counter: counter-screen for RBBP9 inhibitors: inhibitors of human GSTO1; P78417; recombinant GSTO1, activity-based probe fluorescence polarization; inhibition, % at 5.96 µM; 1.1% of 300,000 active;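 active means inhibition above the campaign mean inhibition plus 3 SD, cut at about 35% in these data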;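 further: 0% = GSTO1-1 with DMSO and 100% = wells lacking GSTO1-1 enzyme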
LYPLA1 counter: blocks human lysophospholipase 1, a PME1 counter-screen; O75608; recombinant LYPLA1, FP-Rh probe fluorescence polarization; inhibition, % at 5.9 µM; 0.16% of 320,000 active; AID 2174;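 active means inhibition above the mean of all tested compounds plus 3 SD, set per campaign, cut at about 14% in these data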;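 further: inhibitors block serine hydrolase probe labeling of LYPLA1 so polarization falls; 0% = enzyme with DMSO and 100% = wells lacking LYPLA1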
Target sequence (O75608 whole entry, looked up): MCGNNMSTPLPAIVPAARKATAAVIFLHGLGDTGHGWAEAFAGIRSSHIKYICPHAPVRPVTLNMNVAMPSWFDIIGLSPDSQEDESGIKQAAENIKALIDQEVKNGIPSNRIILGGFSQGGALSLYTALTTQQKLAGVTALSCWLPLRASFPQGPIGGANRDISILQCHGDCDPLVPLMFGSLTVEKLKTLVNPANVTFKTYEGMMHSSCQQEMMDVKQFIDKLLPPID
PAD4 inh: PAD4 (human) enzyme inhibition | recombinant PAD4, RCA probe fluorescence polarization | inhibition, % at 6.36 µM | 0.41% of 330,000 active | AID 485272;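 active means percent inhibition above a cutoff equal to the mean of all tested compounds plus 3 SD, cut at about 15% in these data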;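 further: 0% = PAD4 with RCA probe and DMSO and 100% = probe without PAD4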
Target sequence (Q9UM07 whole entry, looked up): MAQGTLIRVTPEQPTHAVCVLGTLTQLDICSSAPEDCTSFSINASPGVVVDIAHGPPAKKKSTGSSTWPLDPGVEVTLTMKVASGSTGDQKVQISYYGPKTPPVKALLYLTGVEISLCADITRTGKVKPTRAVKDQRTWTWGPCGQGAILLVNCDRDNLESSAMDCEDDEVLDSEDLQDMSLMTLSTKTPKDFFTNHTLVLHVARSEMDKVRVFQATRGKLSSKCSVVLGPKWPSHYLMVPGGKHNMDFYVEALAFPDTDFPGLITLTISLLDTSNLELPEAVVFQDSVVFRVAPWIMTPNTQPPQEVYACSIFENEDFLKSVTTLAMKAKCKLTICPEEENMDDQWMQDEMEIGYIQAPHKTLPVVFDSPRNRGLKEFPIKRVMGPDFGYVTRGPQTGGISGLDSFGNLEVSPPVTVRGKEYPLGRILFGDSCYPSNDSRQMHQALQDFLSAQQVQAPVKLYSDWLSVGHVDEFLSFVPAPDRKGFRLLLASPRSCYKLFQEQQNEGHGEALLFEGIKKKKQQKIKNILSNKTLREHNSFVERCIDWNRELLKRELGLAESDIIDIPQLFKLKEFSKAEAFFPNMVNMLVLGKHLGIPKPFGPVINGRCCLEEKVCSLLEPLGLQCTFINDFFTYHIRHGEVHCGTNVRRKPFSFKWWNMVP
LYPLA2 counter: blocks human lysophospholipase 2, a PME1 counter-screen; inhibition, % at 5.9 µM; O95372; 0.38% of 320,000 active; recombinant LYPLA2, FP-Rh probe fluorescence polarization; AID 2177;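 active means inhibition above the screen-wide mean plus 3 SD, limit set per campaign, cut at about 26% in these data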;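 further: 0% = LYPLA2 with DMSO and 100% = wells lacking LYPLA2 enzyme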
PAFAH1B3 inh: PAFAH1B3 (human) inhibition. Q15102. inhibition, % at 3.39 µM. 0.28% of 340,000 active. recombinant PAFAH1B3, FP-rhodamine probe, fluorescence polarization;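 active means inhibition above the screen-wide average of all tested compounds plus 3 SD, cut at about 25% in these data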;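 further: 0% = enzyme with DMSO only and 100% = wells lacking PAFAH1B3 protein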
PAFAH1B2 inh: PAFAH1B2 (human) inhibition; P68402; recombinant PAFAH1B2, FP-rhodamine activity probe, fluorescence polarization; inhibition, % at 3.39 µM; 1.2% of 340,000 active; AID 492953;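 active means inhibition above the mean of all tested compounds plus 3 SD, cut at about 24% in these data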;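 further: 0% = enzyme with DMSO and 100% = wells lacking PAFAH1B2; many of its hits are not listed in these tables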
pPAFAH inh: pPAFAH (human) enzyme inhibition; Q13093; recombinant pPAFAH, FP-rhodamine probe fluorescence polarization; inhibition, % at 3.39 µM; 1.5% of 330,000 active; AID 463082;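 active means inhibition above the mean inhibition across the screen plus 3 SD, cut at about 25% in these data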;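 further: inhibitors block binding of the rhodamine activity-based probe so polarization drops; 0% = enzyme with DMSO and 100% = wells lacking pPAFAH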
PME-1 primary: PME-1 (human) inhibition. Q9Y570. recombinant PME-1, FP-Rh probe fluorescence polarization. inhibition, % at 5.9 µM. 0.53% of 320,000 active. AID 2130;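 active means inhibition above the campaign mean of all compounds plus 3 SD, cut at about 26% in these data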;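 further: competitive labeling of PME-1 active site by serine hydrolase directed probe; 0% = PME-1 with DMSO and 100% = wells lacking PME-1 enzyme; inhibitors block probe labeling so polarization falls and inhibition rises; many of its hits are not listed in these tables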
The depositor's hits bear a star; / = not tested or not shown.

Compound	LYPLA2 counter	PAFAH1B2 inh	GSTO1 counter	PME-1 primary	PAD4 inh	pPAFAH inh	PREPL inh	LYPLA1 counter	PAFAH1B3 inh
COc1cc(C(=O)N2CCN(S(=O)(=O)c3cccc(F)c3)CC2)ccc1OCC(=O)N1CCOCC1	6	-5	-2	9	-4	2	4	-1	8
O=C(Cc1ccccc1)NC(=S)Nc1cc(C(F)(F)F)ccc1Cl	-3	-1	6	-2	0	2	-9	-5	0
CC(C)CC(=O)C1CCCN(C(=O)c2ccc3oc(Cc4ccccc4)nc3c2)C1 (centres undefined)	8	-3	1	16	-1	7	16	0	2
CCc1ccc(N(C(=O)c2csnn2)C(C(=O)NCc2ccccc2)c2ccco2)cc1 (centres undefined)	0	5	4	2	-2	4	-3	-5	1
O=S(=O)(Oc1ccccc1N1CCCCC1)c1ccccc1	-6	31*	3	-4	2	-6	11	-5	5
COc1ccccc1OCC(=O)Nc1ccc2c(c1)OCO2	2	4	12	5	-2	10	-7	-4	3
CCCCn1c(N)c(N(CC)C(=O)c2ccncc2)c(=O)[nH]c1=O	4	-1	/	1	-5	0	4	1	6
CC(C)(C)NC(=O)C(c1ccco1)N(Cc1ccc2c(c1)OCO2)C(=O)Cn1nnc2ccccc21 (centres undefined)	1	7	4	1	-5	4	8	1	7
COc1ccc(OC2C(=O)N(CCc3ccc(OC)c(OC)c3)C2c2ccc3c(c2)OCO3)cc1 (centres undefined)	-4	3	-1	12	0	2	17	1	-2
CCN(C(=O)COC(=O)c1n[nH]c2ccccc12)c1ccccc1	1	-1	/	0	-2	2	5	-5	4
Cc1cccc(C)c1OCCCN1CCOCC1	0	2	10	-2	0	0	4	0	2
CS(=O)(=O)c1sc(C#N)c2c1C(=O)CC(c1ccccc1)C2 (centres undefined)	-9	-9	-67	-14	9	-4	10	-8	-10
COc1ccc(CCC(=O)Nc2cc(S(C)(=O)=O)ccc2Cl)cc1	-2	3	-10	1	-7	8	9	1	3
Cc1nn(S(=O)(=O)c2ccc([N+](=O)[O-])cc2)c(C)c1Sc1ccccc1	8	4	-2	0	-1	-4	9	2	4
NS(=O)(=O)c1ccc(CNC(=O)Cc2ccsc2)cc1	-5	4	-3	1	0	-2	0	-1	2
Cc1cc(NC(=O)CSc2nc3ccccc3n2CC(=O)N2CCC(C)CC2)no1	-3	0	13	-7	-5	-2	-6	0	6
CN1CC[C@@]2([C@@]34CCN(C)C3Nc3ccccc34)c3ccccc3NC12 (some centres undefined)	0	8	-8	-3	-2	-10	12	1	-1
COc1cc(CNc2ccccc2Oc2cc(=O)n(C)c(=O)n2C)cc(OC)c1OC	0	-1	-3	-7	-2	-3	-7	0	9
COc1ccc(S(=O)(=O)NCC2CCCO2)cc1C(=O)O (centres undefined)	3	4	1	0	-2	-5	3	1	2
CCOC(=O)C1CCN(S(=O)(=O)c2ccc(OC)c(C(=O)N3CCCCCC3)c2)CC1	-9	3	-1	2	0	4	-2	-2	-6
CC(=O)Oc1ccc2occ(-c3ccccc3)c2c1	3	4	-3	2	2	13	-5	0	11
O=C(COC(=O)/C=C/c1cccc(C(F)(F)F)c1)NC(c1ccccc1)c1ccccc1	3	-4	-1	-7	2	3	-7	0	7
O=C(O)/C=C/C(=O)NCCCc1ccccc1	-2	4	10	2	-3	-3	6	0	1
CCCC(c1nnnn1CCOC)N1CCN(Cc2ccccc2)CC1 (centres undefined)	5	3	-2	-8	0	10	-1	2	2
COc1ccc(OC)c(NC(=O)CSc2nnc(Cc3cccn3C)n2CCc2ccccc2)c1	-2	0	1	2	-7	2	30	2	-1
O=C(CN1c2ccccc2S(=O)(=O)c2ccccc21)NCc1ccc(F)cc1	-3	3	-7	15	-1	-5	2	0	5
COC(=O)c1ccc(C)c(NC(=O)CN2C(=O)c3ccccc3S2(=O)=O)c1	4	4	-3	2	6	4	-7	-1	3
Cc1cc(C)c(S(=O)(=O)/N=C2\C=CC(=O)C(Cl)=C2)c(C)c1	-7	6	32	8	-5	65*	15	-9	12
CCOC(=O)C1CCCN(C(=S)Nc2ccc(F)cc2)C1 (centres undefined)	-3	3	-8	0	3	1	9	-1	-6
COCCNC(=O)c1cc(S(=O)(=O)N2CCCCC2)ccc1N1CCOCC1	4	2	3	1	-4	-3	-11	1	4
Cc1ccc(C)c(-n2c(SCC(=O)N3CCC(C(=O)O)CC3)nnc2-c2cccc(Cl)c2)c1	-3	2	-6	-3	-1	3	8	-4	-4
CCOc1ccc(/C=C2/Sc3ccc(C(=O)N4CCN(C(=O)c5ccco5)CC4)cc3N(C)C2=O)cc1OC	1	/	-125	23	-6	9	38	4	/
O=C1C(=O)N(c2ccccc2)C(c2ccccc2[N+](=O)[O-])/C1=C(\O)c1ccccc1 (centres undefined)	5	6	4	0	14	3	0	3	3
OCCNCCCCCOc1ccc(F)cc1	-10	-5	-3	0	4	-2	-20	2	9
CC(C)(C)OC(=O)C[C@@H]1C/C=C\C[C@@H](CC(=O)N[C@@H](CO)Cc2ccccc2)C(=O)NCCOC1=O	/	4	/	/	0	1	12	/	3
OCCC1CN(Cc2cnc(N3CCCC3)s2)CCN1C1CCCC1 (centres undefined)	3	0	8	-4	-7	0	8	-1	-3
Cc1ccccc1NS(=O)(=O)c1cc(C(=O)N2CCCC2)ccc1Cl	1	2	-2	17	0	10	5	-1	-7
Cc1ccc2c(cnn2C(=O)CCC(=O)NCc2cccc(Br)c2)c1	0	3	0	-8	5	-7	-2	-3	-4
S=C(NCCc1ccccc1)Nc1cccc2cnccc12	12	7	13	2	-7	2	5	-1	4
O=C(Nc1cccc(-c2cn3cccnc3n2)c1)c1cccs1	-9	-2	1	-8	-4	1	-2	-6	-1

Retrieved one by one from the entries so far, 2 records:
Compound	LYPLA2 counter	PAFAH1B2 inh	GSTO1 counter	PME-1 primary	PAD4 inh	pPAFAH inh	PREPL inh	LYPLA1 counter	PAFAH1B3 inh
Cc1ccc2c(cnn2C(=O)CCC(=O)NCc2cccc(Br)c2)c1	0	3	0	-8	5	-7	-2	-3	-4
Cc1ccccc1NS(=O)(=O)c1cc(C(=O)N2CCCC2)ccc1Cl	1	2	-2	17	0	10	5	-1	-7

Additional entries follow:
Compound	LYPLA2 counter	PAFAH1B2 inh	GSTO1 counter	PME-1 primary	PAD4 inh	pPAFAH inh	PREPL inh	LYPLA1 counter	PAFAH1B3 inh
O=C(N=C1SC2CS(=O)(=O)CC2N1c1ccc(Cl)c(Cl)c1)C1CCCO1 (centres undefined)	11	3	6	-4	-3	3	5	-3	4
N#Cc1cc([N+](=O)[O-])ccc1NC(=O)COC(=O)C1CCC(=O)N1 (centres undefined)	/	4	/	/	-4	0	14	/	-1
C/C(=N\NC(=O)c1nnn(-c2nonc2N)c1CSc1ccc(Cl)cc1)c1ccco1	2	7	1	-5	0	3	6	-4	1
COc1cc(CN2CCN(CC3CC3)CC2CCO)cc(OC)c1 (centres undefined)	4	-1	7	-4	-4	5	24	1	4
COc1ccc(C(=O)C2CCCN(S(=O)(=O)c3ccccc3F)C2)c(C)c1 (centres undefined)	-14	6	1	5	-1	0	2	-3	13
COc1ccc(N(CC(=O)Nc2cc(OC)ccc2OC)S(=O)(=O)c2c(C)noc2C)cc1	13	6	1	-2	1	10	7	-6	9
O=C(Nc1cccc(F)c1)Nc1ccc2c(c1)C(=O)OC2	-12	0	-15	-14	2	-5	16	-7	-1
CN(C)c1ccc(NC(=O)CN2C3CCCC2CC(NC(=O)c2ccccc2)C3)cc1 (centres undefined)	8	1	3	-8	-5	8	-2	2	8
Cc1cc(C)nc(-n2nc(C)c(C3(O)C(=O)Nc4ccc(F)cc43)c2N)n1 (centres undefined)	0	3	5	3	6	-1	1	-1	3
CCc1cc2c(SCc3ccc(C(=O)OC)o3)ncnc2s1	-1	-3	3	-3	-5	3	-1	-1	4
CCCc1nn2c(=O)cc(CSCC(=O)Nc3ccc(C)cc3)nc2s1	1	-1	2	-3	1	0	18	-2	5
COc1ccc(CCN2C(=O)CN=C2Nc2ccc(F)cc2)cc1OC	1	1	-11	-4	1	-4	-4	-4	-12
NCC(c1ccccc1)(c1ccccc1)c1ccccc1	-2	13	-2	2	1	4	-5	-2	6
O=C(CSC1=NC(=O)C(c2ccccc2)C(=O)N1)Nc1cccc(Cl)c1 (centres undefined)	-6	4	-15	5	10	-1	-4	1	19
O=C1C(C2=C(O)c3ccccc3C2=O)=Nc2ccccc21	3	20	-13	6	-62	26*	24	0	55*
C[C@H](NC(=O)Cn1cncn1)c1ccccc1	7	4	5	-6	-4	2	-1	2	1
COc1ccc(Br)cc1C1SCCN1S(C)(=O)=O (centres undefined)	-1	-2	-7	1	-1	3	0	0	3
O=C(NNC(=O)c1cc(OCC(F)(F)F)ccc1OCC(F)(F)F)c1cccc(C(F)(F)F)c1	-7	1	5	-9	3	2	16	-6	0
CCOC(=O)CSCC(=O)Nc1c(C(=O)C2CC2)oc2ccccc12	-4	-7	5	0	-1	6	-2	2	8
Cc1cccc(NCC(=O)N/N=C/c2ccc(Br)cc2)c1	2	-6	8	20	0	6	0	2	-1
CC1(C)C(=O)N(c2ccccc2Cl)C(=O)c2ccccc21	-1	1	2	3	1	0	-3	-1	0
O=C1CC(c2ccccc2)c2c(O)cc(O)cc2O1 (centres undefined)	-4	6	22	4	-1	0	0	1	6
Cc1ccc(C(=O)CN(CCCC(N)=O)S(=O)(=O)c2ccc([N+](=O)[O-])cc2)cc1	9	3	-4	-5	-3	10	-4	-5	0
CC(O)CNc1ccc([N+](=O)[O-])cc1S(=O)(=O)N1CCOCC1 (centres undefined)	4	2	-9	-2	-6	1	4	0	6
CC(=O)Nc1cccc(NC(=O)c2ccc(C)c([N+](=O)[O-])c2)c1	6	-3	1	1	-10	5	3	-2	12
Cc1ccc(S(=O)(=O)N2N=C3CCCCC3C2(O)C(F)(F)F)cc1 (centres undefined)	0	10	7	-11	-1	-1	14	-6	5
COC(C/C=C/[C@@H](O)[C@H](C)OCc1ccccc1)OC	-4	2	8	5	-4	5	9	1	-9
Clc1nc2ccccc2cc1-c1nnn(-c2ccccc2)n1	-4	4	2	0	3	2	13	-2	-1
COc1cc(C(=O)N2CCN(CCCc3ccccc3)CC2)cc(OC)c1OC	11	6	2	-9	2	-7	17	0	3
COc1ccc(C(=O)COC(=O)CN2C(=O)NC3(CC(C)CC(C)(C)C3)C2=O)c(OC)c1 (centres undefined)	0	7	/	-2	-1	6	-7	0	-6
CC(Oc1ccccc1)C(=O)Nc1nnc(C2CCCCC2)s1 (centres undefined)	3	2	-5	-5	-3	-2	5	9	-4
N/C(Cc1ccc([N+](=O)[O-])cc1)=N\OC(=O)COc1ccccc1Cl	11	5	0	5	-1	10	2	1	6
CCCCCCSc1ccc(-c2nc3ccc(Cl)cn3c2NCCCC)cc1OC	/	-1	/	/	-7	5	13	/	5
O=S(=O)(NCC1CCCO1)c1cnc(Cl)c(Br)c1 (centres undefined)	-6	-6	11	3	-1	9	4	1	1
Cc1nnc(NC(=O)CSc2nc3c(c(=O)n2CCc2ccccc2)SC(C)C3)s1 (centres undefined)	-4	0	11	-1	0	2	25	-5	-1
O=C(NCc1ccc(F)cc1)c1nc(-c2cccs2)no1	4	-3	-2	6	-1	3	-1	-4	-5

This is a subset; count on the stated rates, not on these rows.
